RGS4 act: RGS4 potentiators or activators, primary screen, cell-based, HEK293 M3R inducible RGS4, calcium flux; carbachol calcium flux Fluo4; active compounds read low; B-score at 10 µM; 310,000 compounds, 0.92% hits; AID 463111, 2010;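 active = B-score of the integrated calcium signal more than 4 SD below the library mean, with starting fluorescence not abnormally high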;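 note: negative B-score means reduced calcium response which marks RGS4 activation or potentiation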
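Also added: carbachol at ECmax as muscarinic agonist stimulus; Assay system: HEK293 cells with stable M3R and inducible RGS4; Timing: overnight RGS4 induction, 30 min dye load 37 °C, 20 min compound RT; Measured by: Fluo4-AM (2 µM) calcium-flux fluorescence, kinetic read.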
TRPC6 activator: mouse TRPC6 channel activators, primary screen, cell-based, HEK293, membrane potential dye; Short transient receptor potential channel 6 (Mus musculus), Q61143; 310,000 compounds, 0.13% hits; HEK293-TRPC6 membrane potential dye fluorescence; active compounds read high; B-score at 10 µM;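 active = B-score of the integrated fluorescence ratio above library mean plus 3 SD, and starting fluorescence ratio within library mean plus 5 SD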;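 note: higher score means more depolarization so channel activation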
TRPC4 inh: inhibitors of mouse TRPC4 channel, primary screen, Fluo4 calcium, HEK293 TRPC4beta/mu-opioid cells. Short transient receptor potential channel 4 (Mus musculus), Q9QUQ5. DAMGO-evoked Fluo4 calcium flux; active compounds read low. B-score at 10 µM. 300,000 compounds, 0.39% hits;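 active = B-score over 3 SD under the library average, no early fluorescence shift, positive overall ratio signal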
Target sequence (Q9QUQ5 whole entry, looked up): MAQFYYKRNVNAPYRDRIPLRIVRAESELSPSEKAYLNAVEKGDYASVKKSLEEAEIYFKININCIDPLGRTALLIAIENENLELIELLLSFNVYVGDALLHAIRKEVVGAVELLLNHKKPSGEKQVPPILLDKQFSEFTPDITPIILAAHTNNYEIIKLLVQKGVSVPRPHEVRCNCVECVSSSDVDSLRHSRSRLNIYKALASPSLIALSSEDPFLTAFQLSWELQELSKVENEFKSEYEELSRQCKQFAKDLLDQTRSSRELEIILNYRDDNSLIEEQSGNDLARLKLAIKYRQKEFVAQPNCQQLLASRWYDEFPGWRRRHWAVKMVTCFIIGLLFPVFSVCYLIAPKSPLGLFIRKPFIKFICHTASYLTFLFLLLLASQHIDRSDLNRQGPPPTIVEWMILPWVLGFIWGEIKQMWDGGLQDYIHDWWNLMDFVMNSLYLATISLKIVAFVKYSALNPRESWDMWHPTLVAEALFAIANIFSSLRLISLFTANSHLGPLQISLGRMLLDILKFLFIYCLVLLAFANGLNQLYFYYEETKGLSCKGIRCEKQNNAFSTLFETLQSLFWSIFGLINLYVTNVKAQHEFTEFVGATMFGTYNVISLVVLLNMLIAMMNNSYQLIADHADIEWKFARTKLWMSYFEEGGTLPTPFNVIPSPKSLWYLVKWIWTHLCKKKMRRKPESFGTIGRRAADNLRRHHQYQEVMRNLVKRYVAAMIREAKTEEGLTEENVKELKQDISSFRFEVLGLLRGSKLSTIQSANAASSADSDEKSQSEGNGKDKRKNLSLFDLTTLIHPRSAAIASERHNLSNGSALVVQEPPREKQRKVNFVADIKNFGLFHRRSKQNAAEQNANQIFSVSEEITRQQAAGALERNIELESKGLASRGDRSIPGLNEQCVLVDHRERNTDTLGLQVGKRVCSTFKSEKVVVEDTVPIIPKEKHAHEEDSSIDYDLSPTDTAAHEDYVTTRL
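Material: HEK293 cells with stable TRPC4beta plus mu-opioid receptor expression; probe or stimulus: DAMGO in two steps, submaximal then maximal; technique: Fluo4 calcium fluorescence by kinetic imaging, 5 s 1 Hz baseline; measure: integrated fluorescence ratio relative to baseline, converted to per-well B score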
MrgX1 antagonist: antagonists of human MrgX1 receptor, primary screen, HEK293 cells, Fluo-4 calcium flux | B-score at 10 µM | 310,000 compounds, 1.3% hits | Mas-related G-protein coupled receptor member X1 (Homo sapiens), Q96LB2 | BAM8-22 antagonism; active compounds read low | AID 588676, 2011;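 active = calcium-response B-score plate-corrected more than 3 library SD below zero, starting fluorescence within 5 deviations, no agonist response on first addition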;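 note: peak minus trough fluorescence over baseline after final BAM8-22 challenge near maximal dose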
Platelet DG rel: inhibitors of platelet dense granule secretion, primary screen, cell-based, MLPCN, human platelets. inhibition, %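 (compounds screened at 7.5 µM in platelet-rich plasma)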. human platelet-rich plasma, SFLLRN dense granule ATP release, luminescence. AID 1663, 2009. 300,000 compounds, 0.22% hits;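 active = mean replicate score, as percent of positive control, at or above 50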
MrgX1 ag: agonists of human MrgX1 receptor, primary screen, HEK293 cells, Fluo-4 calcium flux | Mas-related G-protein coupled receptor member X1 (Homo sapiens), Q96LB2 | Fluo-4 calcium fluorescence, agonist mode; active compounds read high | B-score at 10 µM | 310,000 compounds, 0.44% hits | AID 588627, 2011;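 active = calcium response B-score plate-corrected fluorescence ratio at least 3 library SD, with starting fluorescence B-score inside 5 SD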
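times = overnight plating, then 30 min 37 °C plus 30 min room-temperature dye loading | assay system = stable human MrgX1 HEK293 cell line | input = fifteen thousand cells per well | signal = kinetic calcium dye fluorescence, Fluo-4 NW | dosing = compound delivered in addition one of three | read-out = B-scored fluorescence response ratio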
SKKanGAS inh: S. pyogenes SKKanGAS growth inhibitors in kanamycin, primary screen, streptokinase expression inhibitor project, SKKanGAS strain, BacTiter-Glo luminescence; 6 h; inhibition, % at 7.5 µM; 300,000 compounds, 1.3% hits; AID 1662, 2009;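 active = mean replicate score, as percent of positive control median, at least 50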;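 note: strain carries kanamycin resistance gene driven by streptokinase promoter and grows in 40 µg/ml kanamycin; loss of luminescence reflects streptokinase promoter inhibition or plain growth inhibition; 0% = median of DMSO wells and 100% = positive control at its reference dose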
RGS4 block: RGS4 inhibitors, primary screen, cell-based, HEK293 M3R inducible RGS4, calcium flux; 310,000 compounds, 0.45% hits; B-score at 10 µM; Fluo-4 calcium flux; active compounds read high; triggered by carbachol at its EC20; AID 463165, 2010;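 active = B-score, a plate-corrected calcium signal, over three deviations above library mean, with baseline fluorescence within five deviations of library mean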;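 note: RGS4 expression induced by doxycycline in cells with stable M3 receptor; B-score is computed from the integrated fluorescence ratio over baseline after carbachol; higher B-score means a larger calcium signal and so more RGS4 inhibition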
MrgX1 allo act: positive allosteric modulators of MrgX1, primary screen, HEK293 cells, Fluo-4 calcium flux; AID 588675, 2011; B-score at 10 µM; Mas-related G-protein coupled receptor member X1 (Homo sapiens), Q96LB2; FDSS; active compounds read high; 310,000 compounds, 0.63% hits;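 active = plate-corrected calcium response at least 3 library SD above typical, normal starting fluorescence, not activating the receptor alone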;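 note: compound read alongside a low EC10 to EC30 dose of BAM8-22 agonist; peak minus trough fluorescence over baseline measured at the second addition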
TRPC6 inh: mouse TRPC6 channel inhibitors, primary screen, cell-based, HEK293, membrane potential dye; B-score at 10 µM; 310,000 compounds, 1.1% hits; Short transient receptor potential channel 6 (Mus musculus), Q61143; ACh-evoked depolarization; active compounds read low;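 active = B-score under library mean minus 3 SD, initial fluorescence not abnormally high, positive integrated signal ratio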;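 note: B-score derived from integrated fluorescence ratio over the kinetic read; more negative B-score means stronger inhibition of depolarization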
HIF act: HIF pathway transcriptional activators, primary screen, cell-based, U2OS HRE-luciferase, luminescence | 300,000 compounds, 0.32% hits | U2OS HRE-luciferase reporter; normalized: DMSO 0%, desferrioxamine 100% | activation, % at 7.5 µM (by protocol) | AID 1910, 2009;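 active = mean activation of at least 10% of the iron chelator positive control signal, with at least half of replicates also reaching 10%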
* = called active by the depositor.

What do the screens show for `CC(C)(C)OC(=O)N1CCN(C(=O)c2[nH]cnc2C(=O)N[C@@H](Cc2ccccc2)C(=O)OCc2ccccc2)CC1`?
RGS4 act: inactive; TRPC6 activator: inactive; TRPC4 inh: inactive; MrgX1 antagonist: inactive; Platelet DG rel: -6.6; MrgX1 ag: inactive; SKKanGAS inh: 3.5; RGS4 block: inactive; MrgX1 allo act: inactive; TRPC6 inh: inactive; HIF act: -0.1

What do the screens show for `C=C(C)CNC(=S)N/N=C(\C)c1ccc(-n2ccnc2)cc1`?
RGS4 act: inactive; TRPC6 activator: inactive; MrgX1 antagonist: inactive; Platelet DG rel: 1.2; MrgX1 ag: inactive; SKKanGAS inh: -5.9; RGS4 block: inactive; MrgX1 allo act: inactive; TRPC6 inh: inactive; HIF act: -0.4

How did COC(=O)C(CC(=O)Nc1cc(C)ccc1C)Nc1ccccc1OC (centres undefined) do in these assays?
RGS4 act: inactive; TRPC6 activator: inactive; TRPC4 inh: inactive; MrgX1 antagonist: inactive; Platelet DG rel: 8.1; MrgX1 ag: inactive; SKKanGAS inh: 2.6; RGS4 block: inactive; MrgX1 allo act: inactive; TRPC6 inh: inactive; HIF act: -1.8

What do the screens show for `O=C(c1cccc(S(=O)(=O)NCc2ccccc2)c1)N1CCN(c2cccc(C(F)(F)F)c2)CC1`?
RGS4 act: inactive; TRPC6 activator: inactive; TRPC4 inh: inactive; MrgX1 antagonist: inactive; Platelet DG rel: 18.2; MrgX1 ag: inactive; SKKanGAS inh: 15.8; RGS4 block: inactive; MrgX1 allo act: inactive; TRPC6 inh: inactive; HIF act: 0.0

Results for Cc1ccc(-n2c(SCC(N)=O)nnc2-c2cccnc2)c(C)c1 ?
RGS4 act: inactive; TRPC6 activator: inactive; TRPC4 inh: inactive; MrgX1 antagonist: inactive; Platelet DG rel: -2.7; MrgX1 ag: inactive; SKKanGAS inh: -2.2; RGS4 block: inactive; MrgX1 allo act: inactive; TRPC6 inh: inactive; HIF act: -0.9

How did Cc1cc(C)cc(OC2CCCCC2NS(=O)(=O)c2ccccc2)c1 (centres undefined) do in these assays?
RGS4 act: inactive; TRPC6 activator: inactive; TRPC4 inh: inactive; MrgX1 antagonist: inactive; Platelet DG rel: -7.9; MrgX1 ag: inactive; SKKanGAS inh: -1.2; RGS4 block: inactive; MrgX1 allo act: inactive; TRPC6 inh: inactive; HIF act: -0.3

Results for O=C(Nc1nc2ccc(F)cc2s1)C1CCN(S(=O)(=O)c2cc([N+](=O)[O-])ccc2Cl)CC1 ?
RGS4 act: inactive; TRPC6 activator: inactive; TRPC4 inh: inactive; MrgX1 antagonist: inactive; Platelet DG rel: -1.0; MrgX1 ag: inactive; SKKanGAS inh: 18.8; RGS4 block: inactive; MrgX1 allo act: inactive; TRPC6 inh: inactive; HIF act: 0.7

Results for COC(=O)c1ccc(-c2nc(CN3CCN(Cc4cccc(C)c4)CC3)c(C)o2)cc1 ?
RGS4 act: inactive; TRPC6 activator: inactive; TRPC4 inh: inactive; MrgX1 antagonist: inactive; Platelet DG rel: 3.3; MrgX1 ag: inactive; SKKanGAS inh: 1.8; RGS4 block: inactive; MrgX1 allo act: inactive; TRPC6 inh: inactive; HIF act: -0.5

What do the screens show for `O=C(NCc1ccc(F)cc1)C(C(=O)NCc1ccc(F)cc1)c1ncc(C(F)(F)F)cc1Cl`?
RGS4 act: inactive; TRPC6 activator: inactive; TRPC4 inh: inactive; MrgX1 antagonist: inactive; Platelet DG rel: -8.0; MrgX1 ag: inactive; SKKanGAS inh: 0.0; RGS4 block: inactive; MrgX1 allo act: inactive; TRPC6 inh: inactive; HIF act: 0.2

How did O=C(COC(=O)/C=C/c1ccccc1[N+](=O)[O-])NCC1CCCO1 (centres undefined) do in these assays?
RGS4 act: inactive; TRPC6 activator: inactive; TRPC4 inh: inactive; MrgX1 antagonist: inactive; Platelet DG rel: -4.1; MrgX1 ag: inactive; SKKanGAS inh: -9.9; RGS4 block: inactive; MrgX1 allo act: inactive; TRPC6 inh: inactive; HIF act: -0.6

Results for COc1cc(OC)cc(C(=O)O/N=C(\N)c2ccncc2)c1 ?
RGS4 act: inactive; TRPC6 activator: inactive; TRPC4 inh: inactive; MrgX1 antagonist: inactive; Platelet DG rel: -2.8; MrgX1 ag: inactive; SKKanGAS inh: -4.0; RGS4 block: inactive; MrgX1 allo act: inactive; TRPC6 inh: inactive; HIF act: 0.6

What do the screens show for `Cn1c(=O)c2c(nc(-n3ccnc3)n2C)n(C)c1=O`?
RGS4 act: inactive; TRPC6 activator: inactive; TRPC4 inh: inactive; MrgX1 antagonist: inactive; Platelet DG rel: 13.0; MrgX1 ag: inactive; SKKanGAS inh: 1.1; RGS4 block: inactive; MrgX1 allo act: inactive; TRPC6 inh: inactive; HIF act: 0.0

How did Cc1noc(C)c1C(=O)OCC(=O)Nc1cc(S(=O)(=O)N2CCOCC2)ccc1Cl do in these assays?
RGS4 act: inactive; TRPC6 activator: inactive; TRPC4 inh: inactive; MrgX1 antagonist: inactive; Platelet DG rel: 5.3; MrgX1 ag: inactive; SKKanGAS inh: 4.4; RGS4 block: inactive; MrgX1 allo act: inactive; TRPC6 inh: inactive; HIF act: -0.8

Results for O=C1NC(=O)C2(COC(c3cccc([N+](=O)[O-])c3)OC2)S1 (centres undefined) ?
RGS4 act: inactive; TRPC6 activator: inactive; TRPC4 inh: inactive; MrgX1 antagonist: inactive; Platelet DG rel: 0.4; MrgX1 ag: inactive; SKKanGAS inh: -6.4; RGS4 block: inactive; MrgX1 allo act: inactive; TRPC6 inh: inactive; HIF act: 0.6

Results for CCN(CC)C(=O)Cn1cc(S(=O)(=O)CC(=O)NCCc2ccccc2)c2ccccc21 ?
RGS4 act: inactive; TRPC6 activator: inactive; TRPC4 inh: inactive; MrgX1 antagonist: inactive; Platelet DG rel: -2.3; MrgX1 ag: inactive; SKKanGAS inh: 2.8; RGS4 block: inactive; MrgX1 allo act: inactive; TRPC6 inh: inactive; HIF act: 0.3

How did CC(C)Oc1ccc(S(=O)(=O)N2CCOCC2)cc1NC(=O)c1cc([N+](=O)[O-])ccc1N1CCOCC1 do in these assays?
RGS4 act: inactive; TRPC6 activator: inactive; TRPC4 inh: inactive; MrgX1 antagonist: inactive; Platelet DG rel: 8.0; MrgX1 ag: inactive; SKKanGAS inh: 3.5; RGS4 block: inactive; MrgX1 allo act: inactive; TRPC6 inh: inactive; HIF act: -0.4

What do the screens show for `Cc1cc(C)n(C(=O)CNC(=O)c2ccccc2F)n1`?
RGS4 act: inactive; TRPC6 activator: inactive; TRPC4 inh: inactive; MrgX1 antagonist: inactive; Platelet DG rel: -2.5; MrgX1 ag: inactive; SKKanGAS inh: -2.4; RGS4 block: inactive; MrgX1 allo act: inactive; TRPC6 inh: inactive; HIF act: -0.2

Results for Cc1c(Cl)cccc1NC(=O)CNc1cccc(C(F)(F)F)c1 ?
RGS4 act: inactive; TRPC6 activator: inactive; TRPC4 inh: inactive; MrgX1 antagonist: inactive; Platelet DG rel: -4.1; MrgX1 ag: inactive; SKKanGAS inh: 5.5; RGS4 block: inactive; MrgX1 allo act: inactive; TRPC6 inh: inactive; HIF act: 0.8

Results for Cc1sccc1/C=N/NC(=O)c1cccc2ccccc12 ?
RGS4 act: inactive; TRPC6 activator: inactive; TRPC4 inh: inactive; MrgX1 antagonist: inactive; Platelet DG rel: -5.9; MrgX1 ag: inactive; SKKanGAS inh: 2.5; RGS4 block: inactive; MrgX1 allo act: inactive; TRPC6 inh: inactive; HIF act: 0.0

Results for COc1cccc(N2CC(C(=O)Nc3nnc(SCc4ccccn4)s3)CC2=O)c1 (centres undefined) ?
RGS4 act: inactive; TRPC6 activator: inactive; TRPC4 inh: inactive; MrgX1 antagonist: inactive; Platelet DG rel: 33.9; MrgX1 ag: inactive; SKKanGAS inh: 0.8; RGS4 block: inactive; MrgX1 allo act: inactive; TRPC6 inh: inactive; HIF act: 0.0

What do the screens show for `CCC(C)NC(=O)c1[nH]c(C)c(C(=O)OC)c1C` (centres undefined)?
RGS4 act: inactive; TRPC6 activator: inactive; TRPC4 inh: inactive; MrgX1 antagonist: inactive; Platelet DG rel: -1.1; MrgX1 ag: inactive; SKKanGAS inh: -2.4; RGS4 block: inactive; MrgX1 allo act: inactive; TRPC6 inh: inactive; HIF act: -0.3

What do the screens show for `Cc1oc2cc3oc(=O)c(CC(=O)N[C@@H](C)C(=O)NC(Cc4ccc(Cl)cc4)C(=O)O)c(C)c3cc2c1C` (some centres undefined)?
RGS4 act: inactive; TRPC6 activator: inactive; TRPC4 inh: inactive; MrgX1 antagonist: inactive; Platelet DG rel: -3.0; MrgX1 ag: inactive; SKKanGAS inh: 5.9; RGS4 block: inactive; MrgX1 allo act: inactive; TRPC6 inh: inactive; HIF act: -0.3

Results for O=C(CSc1nnc(-c2cnccn2)n1Cc1ccco1)Nc1ccc(Br)cc1 ?
RGS4 act: inactive; TRPC6 activator: inactive; TRPC4 inh: inactive; MrgX1 antagonist: inactive; Platelet DG rel: -2.1; MrgX1 ag: inactive; SKKanGAS inh: 16.2; RGS4 block: inactive; MrgX1 allo act: inactive; TRPC6 inh: inactive; HIF act: -0.3

Results for COc1ccc(-c2csc(Nc3ccccn3)n2)cc1 ?
RGS4 act: inactive; TRPC6 activator: inactive; TRPC4 inh: inactive; MrgX1 antagonist: inactive; Platelet DG rel: 5.3; MrgX1 ag: inactive; SKKanGAS inh: -1.6; RGS4 block: inactive; MrgX1 allo act: inactive; TRPC6 inh: inactive; HIF act: -3.1

Screening data from PubChem.
